Compound activity: PubChem, National Center for Advancing Translational Sciences (NCATS)
ATXN2 expr inh: ATXN2 expression inhibition. HEK-293 ATXN2-luciferase reporter, luminescence, 24 h. Potency, µM (titrated, usually from 57 µM), for inactives: top-dose activity change, negative = inhibition, most hits filed as inhibitors. 360,000 tested, 0.72% active; also: potency is read from the fitted curve at half-maximal effect; % is scaled to controls: 0 for no effect and ±100 for the full control effect; nearly all actives have a fitted effect of over 55% in size
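ATXN2-luciferase reporter cells (luciferase flanked by upstream and downstream ATXN2 gene portions) were treated 24 h at 37 °C with compounds at up to 57 uM. SteadyGlo luminescence gave expression; GF-AFC fluorescence gave viability.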
IL-1B inflam inh: inhibitors of inflammasome signaling (IL-1 beta secretion) | AID 743279 | activity change, % at 57.5 µM | 360,000 tested, 4.7% active | THP-1 LPS/ATP IL-1B secretion, AlphaLISA, 16 h; active compounds read low; in the data active = activity change below about -50%; inconclusive = mostly about -30% to -49%; also: % is scaled to controls: 0 for no effect and ±100 for the full control effect
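THP-1 cells pretreated 1 hr with compounds (up to 57.5 uM final), then stimulated with LPS (250 ng/mL final) plus ATP (1.25 mM final); secreted IL-1B measured by AlphaLISA after 16 hr, decreased signal indicating inhibition.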
KB-3-1 cytotox: KB-3-1 parental cell cytotoxicity; KB-3-1 viability, CellTiter-Glo ATP luminescence, 72 h; Potency, µM (doses to about 46.1 µM), for the others: top-dose activity change, negative = cytotoxic, usual class: cytotoxic; 400,000 tested, 1.4% active; also: potency is read from the fitted curve at half-maximal effect; % is scaled to controls: 0 for no effect and ±100 for the full control effect; nearly all actives have a fitted effect of over 60% in size
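Viability of parental KB-3-1 cells, measured by CellTiter-Glo luminescence, followed a 72 h incubation at 37 °C with pinned compounds in phenol-red-free DMEM containing 10% FBS.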
HT1080 IDH1KD tx: toxicity to HT-1080 IDH1 knockdown cells (counter line) | HT-1080 IDH1 knockdown viability, ATP luminescence, 48 h | Potency, µM (series often up to 46.1 µM), for the others: at the highest dose activity, negative = toxicity, hits mostly cytotoxic | 360,000 tested, 2% active | AID 686971;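 also: potency is read from the fitted curve at half-maximal effect; 0% = DMSO wells and -100% = cell-free medium wells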
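In this qHTS, HT-1080 cells depleted of IDH1 are exposed for 48 h at 37 °C to compound titrations. Toxicity is scored from CellTiter-Glo luminescence, with DMSO as full viability and medium alone as none.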
MCF10A rerep: DNA re-replication induction in MCF 10a cells | MCF 10A DNA re-replication, Hoechst nuclear intensity, 48 h | Potency, µM (highest dose often 46.1 µM), for the others: at the top dose activity, positive = re-replication, usual class: activators | 350,000 tested, 2.9% active | AID 624296; also: potency is read from the fitted curve at half-maximal effect; % of control where 0% means no effect; nearly all actives have a fitted effect of over 50% in size
HT1080-NT tox: kills 2HG-producing HT-1080-NT fibrosarcoma cells. Potency, µM (doses to about 46.1 µM), without a hit: at the top dose activity, negative = less viability, actives largely listed as cytotoxic. 360,000 tested, 1.6% active. HT-1080-NT fibrosarcoma viability, CellTiter-Glo ATP luminescence, 48 h;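 also: NT is the 2HG producing partner of a matched IDH1 knockdown line; potency is read from the fitted curve at half-maximal effect; 0% = DMSO-treated cells and -100% = media-only wells without cells; nearly all actives have a fitted effect of over 55% in size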
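Luminescent CellTiter-Glo readout after 48 hours of compound exposure at 37 degrees C defined viability of HT-1080-NT cells. Activity was normalized to DMSO wells and cell-free media wells; concentration-response curves were fitted and assigned curve classes.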
S2 tox: reduces viability in counter-screen for ATXN expression inhibitors. S2 cells (HEK-293 line with an ATXN2-luciferase reporter) viability, CellTiter-Fluor protease fluorescence, 24 h. Potency, µM (highest dose often 56.7 µM), most hits filed as cytotoxic. 400,000 tested, 0.49% active; also: potency is read from the fitted curve at half-maximal effect; nearly all actives have a fitted effect of over 40% in size
HepG2 viability: HepG2 cytotoxicity, counter-screen for TGF-b inhibitors; 410,000 tested, 0.76% active; Potency, µM (series often up to 46.1 µM), without a hit: top-dose activity change, negative = cytotoxicity, usual class: cytotoxic; HepG2 CAGA-GFP viability, ATP luminescence, 18 h; AID 588856; also: potency is read from the fitted curve at half-maximal effect; some results filed as inactive show a strong effect at the top dose
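CellTiter-Glo luminescence gave cytotoxicity after 18 hours at 37 degrees C. The cells were HepG2 CAGA-GFP in 1% FBS DMEM, stimulated with 500 pg/mL TGF-beta after compound addition. %Activity was normalised to no-cell wells (complete cell-killing) and DMSO (no toxicity), and curves were fitted and classified.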
SW480 rerep: induces DNA re-replication in SW480 colon adenocarcinoma cells | SW480 DNA re-replication, Hoechst DNA content imaging, 48 h | Potency, µM (titrated, usually from 46.1 µM), without a hit: at the top dose re-replication activation, hits mostly activators | 340,000 tested, 1.8% active | AID 624297; also: potency is read from the fitted curve at half-maximal effect; % of control where 0% means no effect; nearly all actives have a fitted effect of over 55% in size
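Quantitative HTS format with DMSO vehicle controls; 48 hr drug incubation at 37 C, then 40 min Hoechst staining and scanning imager measurement at 405 nm excitation.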
Numbers without * were called inactive; i = inactive; ? = inconclusive; . = no result given; & = joins results of further samples; [ ] = dose if it differs, or a comment. Unless noted, calls follow the shape of the dose curve; as a rule, active = well fitted curve in the direction sought with a large enough effect; inconclusive = small, poorly fitted or top-dose-only effect, or another doubt; inactive = no such curve, though single readings can be large; an effect the other way counts as inactive or inconclusive.

mol | HT1080-NT tox | KB-3-1 cytotox | S2 tox | SW480 rerep | HepG2 viability | ATXN2 expr inh | MCF10A rerep | HT1080 IDH1KD tx | IL-1B inflam inh
c1ccc(-c2cc3nc(NCc4ccc5c(c4)OCO5)ccn3n2)cc1 | -10% | 0% | i | . | -21% | 8% | . | -25% | -9
COc1ccc2cc(C(C)C(=O)Nc3cccc(S(=O)(=O)N(C)C)c3)ccc2c1 (configuration not stated) | ? | 21µM* | i | -5% | 4% | -9% | ? | -22% | -17
CC(C)[C@@H](C(=O)N1CCNCC1)n1cc(CCO)nn1 | 14% | -10% | i | -1% | -2% | 2% | 22% | 14% | -1
O=C(CCNC(=O)C1CCN(S(=O)(=O)c2ccccc2)CC1)NCc1ccc(Cl)cc1 | 4% | -1% | i | 5% | -21% | . | ? | -1% | 8
CCOC(=O)C1CCN(C(=O)Cn2ncc3c([nH]c4ccccc43)c2=O)CC1 | 1% | -13%&6% | i | -2% | -6%&-5% | 16%&6% | -2% | 3% | 19
O=c1c2c(nc3nc[nH]n13)CCC2 | 7% | 0% | i | -7% | 4% | 8% | -3% | 6% | 18
CCOC(=O)C1CCCN(CC(=O)N2CCCc3c2c(=O)oc2ccc(OCc4ccccc4)cc32)C1 (configuration not stated) | . | 0% | i | . | -10% | -2% | . | . | .
CCOc1ccc(S(=O)(=O)N(C)CC(=O)NCCN2CCOCC2)cc1 | 12% | -4% | i | -19% | -7% | 0% | -22% | 2% | -9
COC(=O)c1cn(NC(=O)C2CCC(C(C)(C)C)CC2)c(=O)c2ccccc12 (configuration not stated) | -6% | 0% | i | 7% | -10% | -25% | 5% | -4% | 14
C/C(CC(=O)Nc1cccnc1)=N\NC(=O)c1ccc([N+](=O)[O-])c(Cl)c1 | 2% | -1% | i | 3% | -57% | -13% | 15% | 0% | 6
CC(C)C(=O)Nc1nnc(CCN2CCOCC2)s1 | 1% | 1% | i | -6% | -1% | -5% | 2% | 1% | 1
CCCC[C@@H]1C=C(C(=O)O)[C@H](c2ccc(CC)cc2)N1S(=O)(=O)c1ccc(C)cc1 | -5% | -4% | i | -1% | -12% | -10% | ? | -14% | 50
Cc1ccc(Cl)cc1NC(=O)C1CCCN(S(=O)(=O)c2cccc3cccnc23)C1 (configuration not stated) | . | 4% | ? | . | -9% | -17% | . | . | .
O=C1CS(=O)(=O)C2(C(=O)N(Cc3ccc(F)cc3)c3ccccc32)N1c1cccc(C(F)(F)F)c1 (configuration not stated) | . | -5% | i | . | -22% | -2% | . | . | .
O=S(=O)(Nc1cccc(Cl)c1)c1ccc2oc(=S)[nH]c2c1 | 2% | 3% | i | 16% | 0% | -13% | -20% | -4% | 0
O=S(=O)(Nc1ccc2c(c1)nc1n2CCOC1)c1ccc(Cl)cc1 | 5% | 11% | i | 10% | -27% | -15% | 2% | 0% | 24
COc1c(OC)c(O)c2c(=O)cc(-c3c(O)cccc3O)oc2c1OC | 11% | ? | i | 11% | -7% | 34% | 1% | -1% | -20
COC(=O)c1sc2cccc(F)c2c1S(=O)(=O)NCc1ccccc1Cl | . | -1% | i | . | -36% | 0% | . | . | .
COc1ccc(CN(Cc2ccco2)c2cnc(S(C)(=O)=O)nc2C(=O)Nc2ccc(C)c(Cl)c2)cc1 | . | 5% | i | . | -3% | 0% | . | . | .
CC(C)NC(=O)C(Sc1ccccc1)c1ccccc1 (configuration not stated) | -4% | -1% | i | 6% | -13% | -24% | 8% | 0% | 3
COc1ccc(-c2csc3ncnc(N4CCN(S(=O)(=O)c5ccc(C)c(C)c5)CC4)c23)cc1 | -19% | ? | i | -48%[inhibitor] | 0% | -21% | 35% | -21% | 84
COc1ccc(CSc2nc(C)[nH]c2[N+](=O)[O-])cc1[N+](=O)[O-] | 7% | -3% | i | 2% | 3% | 7% | -1% | 3% | 18
C=CCn1c(C)cc(C(=O)Cn2ncc(Cl)c(Cl)c2=O)c1C | ? | ? | 35µM* | 2.9µM* | -35% | ? | 5.8µM* | 3.3µM* | -102*
CSc1ccccc1NC(=O)COC(=O)/C=C/c1ccco1 | 2% | -22% | i | 7% | -25% | -13% | 4% | 3% | -7
COc1ccc(C(=O)Nc2ncccc2C)cc1S(=O)(=O)N1CCOCC1 | -3% | 1% | i | -3% | 8% | -3% | 0% | 5% | 18
CCOC(=O)C1=C(C)NC(C)=C(C(=O)OCC)C1C(=O)O | 0% | -5% | i | 0% | -1% | 10% | 0% | 0% | 11
Cc1cccc(C)c1NC(=S)NCc1ccncc1 | 8% | 0% | i | -6% | -27% | -8% | -31%[inhibitor] | -1% | .
O=C(c1ccccc1Cl)N1CCNCC1 | 6% | 2% | i | 2% | 0% | 8% | -4% | 11% | 7
COc1ccc(O)c(C2=Nc3ccccc3N=C(c3cccs3)C2)c1 | 0% | 14% | i | . | -21% | -4% | 6% | -9% | 0
O=c1[nH]c2nc(Br)[nH]c(=O)c2[nH]1 | 6% | 2% | i | -2% | -1% | 4% | -3% | 21% | 16

Single records (already shown). Order of values: HT1080-NT tox | KB-3-1 cytotox | S2 tox | SW480 rerep | HepG2 viability | ATXN2 expr inh | MCF10A rerep | HT1080 IDH1KD tx | IL-1B inflam inh
CCCC[C@@H]1C=C(C(=O)O)[C@H](c2ccc(CC)cc2)N1S(=O)(=O)c1ccc(C)cc1 reads -5% | -4% | i | -1% | -12% | -10% | ? | -14% | 50
CSc1ccccc1NC(=O)COC(=O)/C=C/c1ccco1 reads 2% | -22% | i | 7% | -25% | -13% | 4% | 3% | -7
O=S(=O)(Nc1ccc2c(c1)nc1n2CCOC1)c1ccc(Cl)cc1 reads 5% | 11% | i | 10% | -27% | -15% | 2% | 0% | 24

(continued)
mol | HT1080-NT tox | KB-3-1 cytotox | S2 tox | SW480 rerep | HepG2 viability | ATXN2 expr inh | MCF10A rerep | HT1080 IDH1KD tx | IL-1B inflam inh
Cc1ccc(-c2nnn3c2nc(NCc2ccc4c(c2)OCO4)c2ccccc23)cc1 | . | 6% | i | . | 9% | 22% | . | . | .
O=C(N/N=C/c1cccnc1)c1cc2ccccc2o1 | 2% | -8% | i | -117%[inhibitor] | -11% | . | 26% | 12% | -7
CCOC(=O)CN1C(=O)NC2(CCCc3ccccc32)C1=O (configuration not stated) | 0% | -10% | i | -9% | 2% | -11% | -5% | 0% | 18
CC(=O)Nc1ccccc1-c1ccc(C)o1 | -4% | -2% | i | -4% | -5% | -1% | 1% | -5% | 22
CC(=O)c1ccc(N2CCN(C(=O)/C=C/c3cccs3)CC2)cc1 | 0% | ? | i | -4% | 3% | 4% | -18% | 7% | -9
COc1cc2c(cc1OC)C(COc1ccc3c(C)cc(=O)oc3c1)N(C(=O)c1ccco1)CC2 (configuration not stated) | -7% | ? | i | 11% | -13% | 0% | 18% | 6% | -7
O=C(O)CC(NC(=O)C1c2ccccc2Oc2ccccc21)c1ccc(OC2CCCC2)cc1 (configuration not stated) | 1% | 2% | i | 1% | -16% | -29% | -38%[inhibitor] | -15% | -6
COc1cc(NC(=O)COc2cccc(OC)c2)cc(OC)c1 | -2% | -8% | i | 4% | -4% | -14% | -2% | -6% | -19
CCOC(=O)N1CCN(S(=O)(=O)c2ccc(C(=O)Nc3sc4c(c3C(=O)OC)CCN(C)C4)cc2)CC1 | 18µM* | ? | ? | ? | -54% | ? | ? | ? | -100*
COc1ccc(-c2c(C#N)c(N)nc3c2CCC3)cc1 | -3% | 3% | . | 21µM* | -22% | . | 2.9µM* | -6% | 8
O=C(O)C1C2C=CC(O2)C1C(=O)NCc1ccc2c(c1)OCO2 (configuration not stated) | 10% | 7% | i | 0% | -12% | 1% | 5% | 5% | 8
CCc1ccc(C(=O)NNC(=O)c2cccc(N3C(=O)CCC3=O)c2)cc1 | 0% | -3% | i | -1% | -6% | -15% | -2% | -3% | 11
CC(C)(CNCC(O)c1ccccc1)N1CCOCC1 (configuration not stated) | 8% | -3% | i | -1% | -74% | -1% | 2% | 2% | -8
Cc1cccc(N(CC(=O)NCC2CCCO2)C(=O)CNS(=O)(=O)c2ccc(Cl)cc2)c1 (configuration not stated) | -10% | 3% | i | -4% | -1% | -9% | -5% | 5% | -8
c1ccc(CNc2cnccn2)cc1 | 6% | 2% | i | -14% | 0% | -6% | -8% | -2% | -1
COc1cccc(-c2nc(CS(=O)(=O)CC(=O)NCc3ccccc3OC)c(C)o2)c1 | -7% | -23% | i | -3% | -34% | -6% | 4% | -7% | -9
CCCc1cc(=O)[nH]c2nnc(SCC(=O)NC3CCCC3)n12 | 18% | 7% | i | -102%[inhibitor] | 7% | 3% | -13% | 15% | 6
CCn1c(=N)n(CC(=O)c2ccco2)c2ccccc21 | -2% | ? | . | ? | -13% | . | ? | -2% | 18
Cc1ccccc1N=C1NC(=O)CC(c2ccccc2)S1 (configuration not stated) | -5% | -1% | ? | 3% | 1% | -1% | -1% | -3% | -4
CC1=Nc2cc(C(=O)NCCN3CCOCC3)ccc2Sc2c(C)ccc(C)c21 | ? | 15µM* | i | -10% | -62% | . | ? | ? | 3
CCN(CC(=O)Nc1ccccc1C(F)(F)F)C(=O)C1CC(=O)N(Cc2ccccc2)C1 (configuration not stated) | 2% | 6% | ? | -6% | 0% | -1% | -2% | 3% | 15
Cc1cccc(NC(=O)CNC(=O)C23CC4CC(CC(Cl)(C4)C2)C3)n1 | -1% | 3% | i | 0% | -10% | 3% | 3% | 0% | -9
CSc1ccc(CN(C)Cc2nc3ccccc3c(=O)[nH]2)cc1 | -11% | -21% | . | -3% | -2% | . | -3% | -1% | 3
CCn1cc(C(=O)N2CCN(Cc3ccc4c(c3)OCO4)CC2)c2cc(OC)c(OC)cc2c1=O | 1% | -6% | i | 2% | 4% | 3% | -17% | 0% | 3
Cc1oc(-c2cccs2)[n+]([O-])c1C | -1% | 6% | i | 4% | 2% | -9% | 1% | 0% | 3
O=C(c1cnc2ccc3ccccc3c2c1)c1cc(F)ccc1O | 16µM* | ? | i | 3.7µM* | -31% | 9% | ? | 8.2µM* | 28
